Screening results as filed in PubChem BioAssay.
Cneo AK release – causes C. neoformans cell lysis | 0.2% of 360,000 active | lysis activity, % at 15 µM | adenylate kinase release luminescence, 4 h; normalised: neutral wells 0, clomiphene wells 100;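 active = mean lysis activity across replicates of at least 80%, whatever share of replicates individually reach that level; inactive = mean lysis activity below 80%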
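Assay system: C. neoformans cells. Amount: yeast cell density of 5 × 10^6 cells/mL. Technique: AK luminescence. Buffer or medium: YPD. Times: static 4 h at 37 °C with compound, 1 h detection. Dosing: single-point compound dose. Read-out: lysis from increased AK signal.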
GSIS activator – GLuc luminescence reporter in INS-1E cells, primary screen for activators of glucose-dependent secretion of insulin; AID 743287; 0.61% of 370,000 active; INS-1E GLuc reporter insulin secretion, 2-3 h; activation, % at 16.6 µM;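 active = lowest replicate activation of at least 40%, so every replicate reaches that level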;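 note: 0% = median of neutral control wells and 100% = median of IBMX positive control wells; some compounds called inactive have numbers as strong as hits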
FN deposition inh – fibronectin deposition inhibition | inhibition, % at 12.6 µM | 0.086% of 350,000 active | AID 743247 | AH1F fibroblasts, Alexa488-fibronectin deposition fluorescence, overnight;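 active = mean inhibition across replicates of 30% or more, regardless of how many single replicates reach that level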;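 note: positive control wells lacked labelled fibronectin entirely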
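Material: AH1F fibroblast monolayer depositing Alexa488-labelled fibronectin into matrix | Input: 10000 AH1F cells/well | Medium: DMEM plus 2% serum, read in PBS | Reagent: Alexa488-fibronectin, 24 nM final in well | Compound dosing: One dose per compound, pinned | Schedule: 1 h adhesion, overnight exposure | Measured by: Fluorescence at 485 nm excitation, 525 nm emission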
PglD DTNB – inhibitors of Campylobacter jejuni PglD acetyltransferase | purified PglD enzyme, DTNB colorimetric CoA detection | inhibition, % at 12.5 µM | 0.098% of 360,000 active; in the data active = inhibition above about 16%, passing the limit was not always enough; note: strong numbers were not always called active
PGC1a acetyl inh – lowers PGC1a acetylation signal in U2OS cells; inhibition, % at 15.6 µM; AlphaScreen anti-acetyl-lysine; with virally co-expressed GCN5 acetyltransferase; 0.17% of 350,000 active;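 active = every replicate shows inhibition of at least 40%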;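 note: 0% = neutral control wells and 100% = positive control wells; some results beyond the cut were filed as inactive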
C2C12 statin – protects C2C12 myotubes from simvastatin toxicity | 0.78% of 330,000 active | rescue of ATP level, % at 7.49 µM | ATP luminescence, 48 h; scaled: DMSO 0, geranylgeraniol control 100;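 active = mean ATP rescue above about 67%, or every replicate alone reaching that limit, limit read from the data, passing the limit was not always enough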;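 note: myotubes were challenged with 10 µM simvastatin during compound exposure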
F508del corr – CFTR F508del correction in bronchial cells | activity (quench increase), % at 7.58 µM | 0.36% of 350,000 active | CFBE cells, YFP halide quenching; stimulated with forskolin plus potentiator P3; % fluorescence drop versus neutral controls | AID 720511;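 active = mean added fluorescence quench of at least 8% versus neutral control, with both replicates also reaching 8%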;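 note: cells transiently co-express mutant CFTR-F508del with the halide-sensitive YFP; corrector assay measuring rescue of mutant channel to the surface after 24 h compound exposure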
miR-122 sensor – inhibitors of miR-122 in Huh7 cells; Huh7 miR-122 Renilla luciferase sensor, 48 h; neutral wells = 0, positive control = 100; activation (reporter increase), % at 12.5 µM; 0.3% of 340,000 active; AID 602342;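 active = mean replicate activation score at least 90 and every replicate individually at or above 90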;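 note: higher luciferase means less miR-122 activity so hits act as miR-122 inhibitors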
Active calls of the source: *; . = not tested or not shown; [ ] = remark or other dose.

1. CC(C)Sc1nnc([C@H](C)NC(=O)OC(C)(C)C)o1
2. CN(CC(=O)NCCN1CCN(Cc2ccccc2)CC1)S(=O)(=O)c1cccc2nsnc12
3. O=C1C(=O)N(CCN2CCOCC2)C(c2ccc(Cl)cc2)/C1=C(/O)c1ccc(S(=O)(=O)N2CCOCC2)cc1 (stereo not given)
4. O=C(NCCCNC(=O)c1ccc(F)cc1)c1ccc(F)cc1
5. COc1ccc(C#Cc2cccc(-c3nc(C(=O)O)cc4c3[C@H](CCO)N(S(=O)C(C)(C)C)C4)c2)cc1OC (stereo not given in full)
6. Cc1cc(S(=O)(=O)NC(C)c2nnc3ccccn23)ccc1Br (stereo not given)

assay / entry	1	2	3	4	5	6
GSIS activator	.	.	.	-3	-4	.
C2C12 statin	25	2	-3	-4	.	-8
miR-122 sensor	-1	4	-2	4	.	-7
PGC1a acetyl inh	.	-8	.	0	.	5
FN deposition inh	9	-3	.	5	-10	2
Cneo AK release	-1	1	0	-2	1	0
PglD DTNB	3	-6	-1	5	3	-7
F508del corr	.	.	.	-1.8	.	3.8

7. CN(C)CCNC(=O)C(C(=O)c1ccc(F)cc1)n1ccccc1=O (stereo not given)
8. CCC1Sc2ccc(S(=O)(=O)CCC(=O)NCc3ccc(C)o3)cc2NC1=O (stereo not given)
9. CN(C)C(=O)C[C@H]1CC[C@@H]2[C@H](COC[C@@H](O)CN2CC2CC2)O1
10. C/C=C/c1ccc(OCc2cc(=O)n3cc(C)ccc3n2)c(OC)c1
11. CC1(C)C/C(=C(/C#N)C(N)=O)CCO1
12. CSc1ccc(S(=O)(=O)NCC(=O)OCC(=O)NCc2cccs2)cc1[N+](=O)[O-]

assay / entry	7	8	9	10	11	12
GSIS activator	.	8	5	11	-2	7
C2C12 statin	.	-3	-3	-8	11	-16
miR-122 sensor	-7	-5	4[16.7 µM]	0	.	.
PGC1a acetyl inh	4	-2	-4	1	.	.
FN deposition inh	-3	-3	-13	1	.	2
Cneo AK release	-2	.	0	.	-5	7
PglD DTNB	4	.	1	.	3	-1
F508del corr	.	-0.1	0.5	1.8	.	2.4

13. C[C@H]1CN([C@@H](C)CO)C(=O)c2cc(NC(=O)Nc3ccc(F)cc3)ccc2O[C@H]1CN(C)S(=O)(=O)c1ccccc1
14. C[C@@H]1CN([C@@H](C)CO)C(=O)c2cccc(NC(=O)C3CC3)c2O[C@H]1CN(C)C(=O)NC1CCCCC1
15. N#Cc1c(NC(=O)c2cc(C3CC3)on2)sc2c1CCC2
16. CCCNC(=O)C[C@H]1CC[C@@H]2[C@@H](COc3ccc(NC(=O)c4ccc(C(F)(F)F)cc4)cc3C(=O)N2C)O1
17. CCSc1nnc(NC(=O)C(C)C)s1
18. COc1ccc(N(CC(=O)Nc2cccc3ccccc23)S(C)(=O)=O)c(OC)c1

assay / entry	13	14	15	16	17	18
GSIS activator	-15	9	1	-10	3	3
C2C12 statin	-27	-30	-18	23	0	22
miR-122 sensor	-4[16.7 µM]	-3[16.7 µM]	-1	-45[16.7 µM]	-5	.
PGC1a acetyl inh	-7	10	2	-1	2	.
FN deposition inh	.	.	10	-9	1	-5
Cneo AK release	4	50	2	-7	0	-1
PglD DTNB	6	-1	-2	0	-6	5
F508del corr	-0.7	-1.0	-0.8	-2.5	-2.5	-11

19. COc1cccc(C(=O)OCC(=O)c2[nH]c(C)c(C(C)=O)c2C)c1
20. COc1ccc(OCCCON2C(=O)c3ccccc3C2=O)cc1
21. C=C1C(C(=O)Nc2ccc(OCC)cc2)C1C(=O)Nc1ccc(OCC)cc1 (stereo not given)
22. C=CCn1c(COc2ccccc2F)nnc1SCCN1C(=O)c2ccccc2C1=O
23. O=S(=O)(c1ccccc1)N1CCN(C2CCN(Cc3ccccc3)CC2)CC1
24. CC(C)CN(CC(C)C)CC(O)COc1ccc([N+](=O)[O-])cc1 (stereo not given)

assay / entry	19	20	21	22	23	24
GSIS activator	1	.	0	-21	.	-18
C2C12 statin	-1	5	9	.	-15	.
miR-122 sensor	-5	2	2	-12	2	4
PGC1a acetyl inh	5	-1	14	.	-8	16
FN deposition inh	2	-3	-16	4	.	9
Cneo AK release	-1	-1	9	4	-4	-1
PglD DTNB	-2	-1	-6	-1	1	7
F508del corr	-0.1	.	-2.5	.	.	-2.5

25. Cc1ccc(CNC(=O)Cn2cnc(S(=O)(=O)N3CCC(C)CC3)c2)o1
26. COc1cccc(CNC(=O)c2nnn(-c3ccc(OC(F)(F)F)cc3)c2N)c1
27. CCN1CCN(c2ccc(S(=O)(=O)N3CCCCC3)cc2NC(=O)Cc2ccccc2F)CC1
28. Cc1ccc(-n2nc(C)c3c2OC(N)=C(C#N)C3c2ccncc2)cc1 (stereo not given)
29. O=C(NCC[C@@H]1CC[C@@H](NS(=O)(=O)c2ccc(Cl)cc2)[C@H](CO)O1)c1ccccc1F
30. Cc1c(C(=O)NCCSc2ccc(Cl)cc2)cccc1[N+](=O)[O-]

assay / entry	25	26	27	28	29	30
GSIS activator	0	14	-10	.	3	-27
C2C12 statin	22	1	4	-6	-4	.
miR-122 sensor	-5	-3	1	2	.	1
PGC1a acetyl inh	-3	.	0	1	-5	7
FN deposition inh	0	-6	8	-8	.	-3
Cneo AK release	2	-4	-1	0	-2	-6
PglD DTNB	1	11	-4	0	4	1
F508del corr	0.1	.	-1.3	.	-0.7	.

31. O=C(CN(C(=O)CNS(=O)(=O)c1ccc(F)cc1)c1ccccc1)NCc1ccco1
32. COc1cc([N+](=O)[O-])ccc1NC(=O)COC(=O)c1c[nH]c(=O)[nH]c1=O
33. Cc1ccc(C(=O)c2ccccc2C(=O)OCC(=O)N2CC(C)CC(C)C2)cc1 (stereo not given)
34. C[C@H](NC(=O)C[C@H]1CC[C@H]2[C@@H](COC[C@@H](O)CN2C(=O)Nc2cc(Cl)cc(Cl)c2)O1)c1ccccc1
35. CC(C)CC(NC(=O)C1CCC(C)CC1)C(=O)Nc1ccccc1F (stereo not given)
36. CCc1cccc(NC(=O)CCNC(=O)Cn2ccc3ccccc3c2=O)c1

assay / entry	31	32	33	34	35	36
GSIS activator	-13	-3	.	-13	3	10
C2C12 statin	-5	2	2	-16	-5	5
miR-122 sensor	3	-6	.	-1[16.7 µM]	1	-3
PGC1a acetyl inh	.	0	.	-4	.	9
FN deposition inh	0	-12	-6	-1	2	-4
Cneo AK release	-1	0	-2	-2	-3	4
PglD DTNB	-6	-2	1	-4	3	-3
F508del corr	0.0	2.2	-1.8	3.4	3.1	-0.1

37. O=C(C[C@H]1CC[C@H]2[C@@H](COC[C@H](O)CN2S(=O)(=O)c2ccccc2)O1)N1CCOCC1
38. COc1cccc(C(=O)Cn2c(N3CCOCC3)nc3c2c(=O)n(C)c(=O)n3C)c1
39. CCN(CC)CCOCCOc1cc(C)c(Cl)c(C)c1
40. Cc1ccc(C(=O)N(Cc2cccnc2)Cc2cc3cc(C)ccc3n3nnnc23)cc1
41. O=Cc1ccc2c(c1)OCCOCCOCCOCCO2
42. COc1ccc(-c2cccc(NC(=O)c3ccco3)c2)nn1

assay / entry	37	38	39	40	41	42
GSIS activator	2	28	.	3	6	7
C2C12 statin	-11	9	22	1	.	-13
miR-122 sensor	1[16.7 µM]	-4	10	-28	.	.
PGC1a acetyl inh	-2	9	1	1	.	-4
FN deposition inh	3	-1	-5	-3	-1	0
Cneo AK release	0	1	2	1	4	-2
PglD DTNB	8	-1	-6	-4	4	-1
F508del corr	-1.8	.	.	2.0	0.2	1.2

43. O=C(Nc1ccncc1)c1cn(-c2ccccc2)nc1-c1cccs1
44. Cc1cc(/C=C2\SC(=Nc3ccc(F)cc3)NC2=O)c(C)n1-c1ccc(S(N)(=O)=O)cc1
45. Cc1ccc(C(=O)N/C(=C\c2ccc([N+](=O)[O-])cc2)C(=O)NCCc2ccccc2)cc1
46. C[C@H](CO)N1C[C@H](C)[C@H](CN(C)Cc2ccc(F)cc2)Oc2ncc(/C=C/c3ccccc3)cc2C1=O
47. COc1ccccc1C(=O)NC(=O)COC(=O)c1cnc(C)cn1
48. O=C(COc1ncnc2cc(Cl)ccc12)c1ccccc1
49. Nc1ncnc2c1ncn2[C@@H]1O[C@H](CNCc2cn(CC(=O)NC3CC3)c3ccccc23)[C@@H](O)[C@H]1O

assay / entry	43	44	45	46	47	48	49
GSIS activator	-14	.	8	3	13	4	13
C2C12 statin	-2	-72	1	6	-3	1	6
miR-122 sensor	5	22	19	-5[16.7 µM]	-1	2	.
PGC1a acetyl inh	-17	-6	-11	-12	.	-8	.
FN deposition inh	1	.	-6	5	2	1	4
Cneo AK release	-1	-1	1	4	-2	-6	3
PglD DTNB	-5	2	2	0	-4	7	0
F508del corr	.	.	.	-0.5	0.3	0.5	-0.9
